# Casp6 inh = human caspase-6 inhibitors, primary screen, biochemical, VEID-R110 fluorescence, single point, set 2; AID 686996, 2013; inhibition, % at 12.5 µM; purified caspase-6, Z-VEID-R110 cleavage fluorescence; P55212; 350,000 compounds, 0.53% hits;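 active = mean inhibition across replicates at least about 35%, with every replicate also reaching that limit, limit read from the data; inconclusive = only one of the two criteria met; inactive = neither criterion met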;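 also: 0% = median of neutral control wells and 100% = no fluorescence left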
# Target sequence (P55212 24-179 limits assumed): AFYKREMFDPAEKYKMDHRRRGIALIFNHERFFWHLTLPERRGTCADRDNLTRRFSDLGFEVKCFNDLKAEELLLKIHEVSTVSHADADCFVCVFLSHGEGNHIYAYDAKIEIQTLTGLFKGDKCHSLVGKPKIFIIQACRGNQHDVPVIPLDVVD
# Target sequence (P55212 194-293 limits assumed): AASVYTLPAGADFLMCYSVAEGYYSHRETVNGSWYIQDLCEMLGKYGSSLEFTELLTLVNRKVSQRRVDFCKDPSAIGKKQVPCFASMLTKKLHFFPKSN
# PGC1a acetyl inh = inhibitors of PGC1a acetylation signal, primary screen, cell-based, U2OS, AlphaScreen, inhibitor mode; AlphaScreen anti-acetyl-lysine; with virally co-expressed GCN5 acetyltransferase; 350,000 compounds, 0.17% hits; AID 651687, 2012; inhibition, % at 15.6 µM;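 active = every replicate shows inhibition of at least 40%; inconclusive = mean inhibition at least 40% but some replicate below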;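 also: 0% = neutral control wells and 100% = positive control wells; some results beyond the cut were filed as inactive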
# PAX8 inh HTS = inhibitors of PAX8-driven TPO luciferase reporter, primary screen, RMG-I cells, single concentration; SteadyGlo, 24 h; inhibition, % at 12.6 µM; 360,000 compounds, 1.2% hits;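 active = mean replicate inhibition at least 60% with every replicate also reaching 60%; inconclusive = only one of the two criteria is met; inactive = mean below 60% and not all replicates reaching 60%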;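 also: luciferase light reporting Pax8 driven TPO promoter activity; plate controls were median of neutral control wells for no effect and mitoxantrone controls for full effect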
# Cneo AK release = Cryptococcus neoformans cell lysis inducers, primary screen, AK release luminescence, single concentration. C. neoformans lysis, adenylate kinase release luminescence, 4 h; normalised: neutral wells 0, clomiphene wells 100. lysis activity, % at 15 µM. 360,000 compounds, 0.2% hits. AID 651654, 2012;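 active = mean lysis activity across replicates of at least 80%, whatever share of replicates individually reach that level; inactive = mean lysis activity below 80%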
#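 Material: C. neoformans cells | Amount: Yeast cell density of 5 × 10^6 cells/mL | Medium: Fresh YPD growth medium | Dosing: Single dose | Times: Static 4 h at 37 °C with compound, 1 h detection | Detection: AK luminescence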
# LGR2 inh = inhibitors of bursicon-induced LGR2 CRE-luciferase signal, primary screen, cell-based, HEK293, CRE-luciferase reporter, bursicon stimulation. bursicon-stimulated, 4 h. AID 720647, 2013. Drosophila bursicon receptor LGR2 (rickets). inhibition, % at 9.99 µM. 380,000 compounds, 0.35% hits;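 active = drop in luminescence signal, shown as inhibition above about 50% in the replicate tests, limit read from the data, passing the limit was not always enough; inconclusive = probably only some replicates passing the limit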;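 also: agonist challenge used bursicon conditioned medium at about half maximal strength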
# FN deposition inh = inhibitors of fibronectin matrix deposition, primary screen, AH1F cells, Alexa488-fibronectin fluorescence, plate reader; AH1F fibroblasts, overnight; inhibition, % at 12.6 µM; 350,000 compounds, 0.086% hits;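 active = mean inhibition across replicates of 30% or more, regardless of how many single replicates reach that level; inconclusive = mean under 30% yet at least half of replicates reach 30%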;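 also: positive control wells lacked labelled fibronectin entirely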
#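 Assay system: AH1F fibroblasts assembling fluorescent fibronectin matrix; Amount: 10000 AH1F cells per well; Buffer or medium: DMEM, 2% serum; Probe or stimulus: Alexa488-fibronectin, 24 nM final in well; Doses: single compound dose, delivered by pin transfer; Incubation: 1 h adhesion, overnight exposure; Measured by: fluorescence 485/525 nm; Read-out: fibronectin deposition inhibition.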
# miR-122 sensor = miR-122 Renilla sensor signal increase in Huh7, primary screen, miR-122 inhibitor project, cell-based, single point, plate reader. Huh7 miR-122 Renilla luciferase sensor, 48 h; neutral wells = 0, positive control = 100. activation (reporter increase), % at 12.5 µM. 340,000 compounds, 0.3% hits. AID 602342, 2012;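 active = mean replicate activation score at least 90 and every replicate individually at or above 90; inconclusive = only one of the two criteria met; inactive = neither criterion met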;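 also: higher luciferase means less miR-122 activity so hits act as miR-122 inhibitors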
# EWS-Fli inh = EWS/Fli-driven NR0B1 reporter inhibitors, primary screen, A673 cells, NR0B1 luciferase, luminescence, MLPCN library; viability-normalised; inhibition, % at 12.6 µM; 350,000 compounds, 0.67% hits; AID 651661, 2012;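 active = mean inhibition of at least 50% after viability correction, with every replicate also passing that limit; inconclusive = mean reaches 50% but only one of two replicates passes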;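 also: firefly luciferase signal divided by Alamar Blue viability fluorescence both relative to DMSO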
# Numbers without * were called inactive; ? = inconclusive; . = no result given; & = joins results of further samples; [ ] = dose if it differs, or a comment.
# Start of the listing, in advance (12 entries):
SMILES,Casp6 inh,PGC1a acetyl inh,PAX8 inh HTS,Cneo AK release,LGR2 inh,FN deposition inh,miR-122 sensor,EWS-Fli inh
CNC(=S)N(Cc1ccc2c(c1)OCO2)C1CC(=O)N(c2ccccc2)C1=O (configuration not stated),7,-4,-9,.,3,-16,1,3
Cc1ccc(-n2c3c(cc(C(=O)N4CCN(C)CC4)c2=O)C(=O)CC(C)(C)C3)cc1,.,7,.,-3,.,4,0,.
C#CCOCCOCCOCCNc1nc(N2CCOCC2)nc(N2CCN(C(=O)[C@H]([C@@H](C)CC)n3cc([C@@H](N)CC(C)C)nn3)CC2)n1,-3,4,0,1,-4,-6,-4,2
CC(C(=O)OCC(=O)c1c(N)n(C)c(=O)n(C)c1=O)N1C(=O)c2ccccc2C1=O (configuration not stated),-1,.,-6,-5,-6,5,-2,3
Cc1cc(C(=O)CSc2nnc(N)s2)c(C)n1C1CC1,5,.,-129,-4,-16,2,-2,-66
Cc1[nH]c2ccc(F)cc2c(=O)c1SC(F)(F)C(F)C(F)(F)F (configuration not stated),.,-4,4,0,.,1,3,.
Cc1cc(C)n2c(SCc3cccs3)nnc2n1,.,5,-20,2,.,11,-4,.
COc1ccc2c3c([nH]c2c1)[C@@H](CO)N(C(=O)c1ccccn1)CC31CN(C(=O)C2CCCC2)C1,-1,.,-12,.,2,.,.,-5
COc1ccc(Cl)cc1C(=O)Nc1cccc2ncccc12,-1,-6,22,0,-1,-10,4,4
COc1ccc(C#Cc2ccc3c(c2)O[C@H](CN(C)C(=O)CN2CCOCC2)[C@@H](C)CN([C@@H](C)CO)S3(=O)=O)cc1,-1,1,22,-1,12,.,-43[16.7 µM],8
Cc1cccc(N2C(=O)Cc3ccccc3C2=O)c1,48*,7,12,0,-16,-1,-1,6
C[C@@H]1CCCCO[C@@H](CN(C)C(=O)Nc2ccc(F)cc2)[C@H](C)CN([C@@H](C)CO)C(=O)c2cc(NC(=O)CCCN(C)C)ccc2O1,-15,-11,15,-1,10,.,-4[16.7 µM],-3

# The whole of this part, from the start:
SMILES,Casp6 inh,PGC1a acetyl inh,PAX8 inh HTS,Cneo AK release,LGR2 inh,FN deposition inh,miR-122 sensor,EWS-Fli inh
CNC(=S)N(Cc1ccc2c(c1)OCO2)C1CC(=O)N(c2ccccc2)C1=O (configuration not stated),7,-4,-9,.,3,-16,1,3
Cc1ccc(-n2c3c(cc(C(=O)N4CCN(C)CC4)c2=O)C(=O)CC(C)(C)C3)cc1,.,7,.,-3,.,4,0,.
C#CCOCCOCCOCCNc1nc(N2CCOCC2)nc(N2CCN(C(=O)[C@H]([C@@H](C)CC)n3cc([C@@H](N)CC(C)C)nn3)CC2)n1,-3,4,0,1,-4,-6,-4,2
CC(C(=O)OCC(=O)c1c(N)n(C)c(=O)n(C)c1=O)N1C(=O)c2ccccc2C1=O (configuration not stated),-1,.,-6,-5,-6,5,-2,3
Cc1cc(C(=O)CSc2nnc(N)s2)c(C)n1C1CC1,5,.,-129,-4,-16,2,-2,-66
Cc1[nH]c2ccc(F)cc2c(=O)c1SC(F)(F)C(F)C(F)(F)F (configuration not stated),.,-4,4,0,.,1,3,.
Cc1cc(C)n2c(SCc3cccs3)nnc2n1,.,5,-20,2,.,11,-4,.
COc1ccc2c3c([nH]c2c1)[C@@H](CO)N(C(=O)c1ccccn1)CC31CN(C(=O)C2CCCC2)C1,-1,.,-12,.,2,.,.,-5
COc1ccc(Cl)cc1C(=O)Nc1cccc2ncccc12,-1,-6,22,0,-1,-10,4,4
COc1ccc(C#Cc2ccc3c(c2)O[C@H](CN(C)C(=O)CN2CCOCC2)[C@@H](C)CN([C@@H](C)CO)S3(=O)=O)cc1,-1,1,22,-1,12,.,-43[16.7 µM],8
Cc1cccc(N2C(=O)Cc3ccccc3C2=O)c1,48*,7,12,0,-16,-1,-1,6
C[C@@H]1CCCCO[C@@H](CN(C)C(=O)Nc2ccc(F)cc2)[C@H](C)CN([C@@H](C)CO)C(=O)c2cc(NC(=O)CCCN(C)C)ccc2O1,-15,-11,15,-1,10,.,-4[16.7 µM],-3
COc1ccc(CN2C(=O)CCC2(C)C(=O)NC2CCCCC2)c(OC)c1 (configuration not stated),.,-6,-4,6,.,-6,0,.
CC(C)NC(=O)Nc1ccc2c(c1)CC(=O)N([C@@H](C)CO)C[C@@H](C)[C@H](CN(C)S(C)(=O)=O)O2,.,8,6,-5,13,.,0[16.7 µM],-4
CCN(CC(=O)Nc1ccc(OC)c(OC)c1)CC(=O)Nc1ccccc1C(F)(F)F,.,7,25,4,1,1,-4,3
O=C(COC(=O)c1ccccc1OC(F)F)Nc1ccc2[nH]c(=O)[nH]c2c1,-2,-12,13,0,1,.,-1,0
C[C@@H](C(=O)Nc1nc2ccc(F)cc2s1)N1C(=O)C2CC=CCC2C1=O (some centres not stated),2,?,5,.,-40,3,12,-14
CO[C@H]1CN(C)C(=O)c2cc(NC(=O)NC3CCCCC3)ccc2OC[C@H](C)N(CCc2ccccc2)C[C@H]1C,-1,-13,.,0,-14,9,.,3
NS(=O)(=O)c1cc2c(cc1Cl)NC(CC1CCCC1)NS2(=O)=O (configuration not stated),-4,.,19,.,-5,1,.,-3
O=C(C1COc2ccccc2O1)N1CCN(Cc2ccccc2)CC1 (configuration not stated),1,-24,3,0,-4,-1,0,-19
Cc1ccc(-c2cnc3c(c2)C(=O)N([C@H](C)CO)C[C@H](C)[C@@H](CN(C)C(=O)Cc2cccnc2)O3)cc1,-1,1,-11,-1,-7,0,4[16.7 µM],-20
C[C@@H]1COC(=O)[C@H](Cc2ccc(F)cc2)CC/C=C\C[C@@H](CC(=O)NCCO)C(=O)N1,1,0,5,-2,3,-16,-5,-1
COc1cc(NC(=O)c2c(F)c(F)c(OC)c(F)c2F)ccc1NC(=O)c1cccs1,-1,4,.,10,9,10,-2,.
C[C@H](CO)N1C[C@H](C)[C@H](CN(C)C(=O)C2CCCCC2)OCCCC[C@H](C)Oc2ccc(NS(=O)(=O)c3ccc(Cl)cc3)cc2C1=O,-1,5,?,1,12,1,-7[16.7 µM],9
COc1ccccc1S(=O)(=O)Cc1ccc(C(=O)NCC2CCCO2)o1 (configuration not stated),0,-4,-8,0,4,-6,9,-1
C[C@@H]1CN([C@@H](C)CO)C(=O)c2cc(NC(=O)c3ccncc3)ccc2O[C@H]1CN(C)C(=O)NC1CCCCC1,6,7,-8,-3,19,.,1[16.7 µM],-8
S=C(NCc1ccco1)NC1CCCc2ccccc21 (configuration not stated),3,-12,2,.,34,-8,.,4
CCCCNC(=O)c1ccc(NC(=O)CC2SC(N3CCCC3)=NC2=O)cc1 (configuration not stated),-2,1,4,-2,-2,7,-6,-1
C[C@@H]1CN([C@H](C)CO)C(=O)Cc2cc(NC(=O)Nc3cccc4ccccc34)ccc2O[C@@H]1CN(C)Cc1ccc(C(F)(F)F)cc1,0,-4,2,0,-23,.,5[16.7 µM],-4
C[C@H](CO)N1C[C@H](C)[C@@H](CN(C)C(=O)C2CCCCC2)Oc2cc(-c3ccncc3)ccc2S1(=O)=O,.,1,.,.,-9,.,17[16.7 µM],-1
COc1ccc(Br)cc1CN1CCN(C(=O)c2cccc(F)c2)CC1,-1,-5,-3,2,15,1,-2,-2
C[C@@H]1CCCCO[C@H](CN(C)C(=O)Nc2ccc(C(F)(F)F)cc2)[C@@H](C)CN([C@H](C)CO)C(=O)c2cc(NS(=O)(=O)c3ccc(F)cc3)ccc2O1,1,5,-4,4,10,-9,4[16.7 µM],-1
O=C(NCCN1CCN(c2ccc([N+](=O)[O-])cc2)CC1)NCc1ccccc1,-4,5,18,-1,23,-1,0,8
CNCC(O)CN(c1ccccc1)c1ccccc1 (configuration not stated),0,.,1,.,7,6,.,-16
CCOc1ccccc1OCC(=O)Nc1ccc(N2CCOCC2)cc1N1CCOCC1,-3,-3,4,3,1,9,-4,1
CCC(C)NC(=S)Nc1ccc(F)cc1 (configuration not stated),1,-4,-11,1,3,-22,11,1
C=C(C)/C=N/NC(=S)Nc1ccc(S(=O)(=O)N2CCOCC2)cc1,2,-3,5,-1,2,1,11,2
Cc1cccc(OCC(=O)NCC(c2ccco2)N2CCCC2)c1 (configuration not stated),-7,.,-3,0,-19,-2,.,1
CCOc1ccc(C(=O)NCCC2=CCCCC2)cc1OCC,5,-4,-30,.,-29,-13,.,-13
O=C1/C(=C/c2ccccc2)CCC1C1CCCC1 (configuration not stated),.,3,-38,0,-83,4,0,-100
COc1cccc(-n2nnnc2SCC(=O)NC2CCCC2)c1,.,7,-4,-2,.,-9,-8,.
Cc1cccc2cc(/C=C3\N=C(c4ccccc4)OC3=O)c(N3CCOCC3)nc12,.,3,.,1,.,-3,3,.
C[C@H]1CN([C@@H](C)CO)C(=O)Cc2cc(NC(=O)Nc3ccccc3)ccc2O[C@H]1CN(C)Cc1ccccc1,2&5,-4,17,9&6,11&18,1,-16[16.7 µM],23&12
c1cnn(-c2cncc(-n3cccn3)n2)c1,0,14,-2,.,-16,-1,.,3
CC(C)NC(=O)CN1CCN(C(c2cc3ccccc3o2)c2nnnn2C(C)(C)C)CC1 (configuration not stated),-3,.,-1,.,-1,-2,.,-1
C/C=C/c1ccc([C@H]2[C@H](CO)N(C(=O)CC)[C@H]2CNC(=O)CC)cc1,0,7,-5,-2,2,.,-24[16.7 µM],-6
O=C(O)C1CCCCC1C(=O)Nc1cccc2ccccc12 (configuration not stated),.,-8,.,-1,.,-1,-1,.
COc1ccc(-c2nc3n(c(=O)c2C#N)CCS3)c(OC)c1,-6,.,5,0,7,6,.,0
CC(C)(C)C(=O)CNS(=O)(=O)c1ccc(S(=O)(=O)NC2CC2)cc1,1,-10,-1,0,0,1,9,5
CCCn1nnc(NC(=O)c2cccc(OCc3ccccc3)c2)n1,.,0,-9,0,.,-5,4,.
Oc1cc(O)cc(-c2cc3ccc(O)cc3o2)c1,1,5,.,-6,.,.,6,13
C[C@@H]1CCCCO[C@@H](CN(C)C(=O)C2CCCCC2)[C@@H](C)CN([C@H](C)CO)C(=O)c2cc(NC(=O)NC3CCCCC3)ccc2O1,2&0,2,9&-14,-1&1,0&2,11&1,-1,-1&-2
Cc1ccc(Cn2nnnc2CN2CCC(c3nc4ccc(Cl)cc4[nH]3)CC2)cc1,.,2,.,-4,.,-3,12,.
O=C(C[C@H]1C[C@@H]2c3cc(NC(=O)C4CCC4)ccc3O[C@@H]2[C@@H](CO)O1)NCc1cccc(F)c1,0,3,4,1,7,.,-5[16.7 µM],-7

# From PubChem

# Compounds as they come, and some 2.5% of all compounds hit somewhere here.
